# PAFAH1B2 inh: inhibitors of human PAFAH1B2; P68402; recombinant PAFAH1B2, FP-rhodamine activity probe, fluorescence polarization; inhibition, % at 3.39 µM; 340,000 compounds, 1.2% hits; AID 492953;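 active = inhibition above the mean of all tested compounds plus 3 SD, cut at about 24% in these data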;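 also: 0% = enzyme with DMSO and 100% = wells lacking PAFAH1B2; many of its hits are not listed in these tables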
# LYPLA2 counter: LYPLA2 (human) inhibition in PME1 counter-screen; 320,000 compounds, 0.38% hits; O95372; AID 2177; inhibition, % at 5.9 µM; recombinant LYPLA2, FP-Rh probe fluorescence polarization;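 active = inhibition above the screen-wide mean plus 3 SD, limit set per campaign, cut at about 26% in these data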;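 also: 0% = LYPLA2 with DMSO and 100% = wells lacking LYPLA2 enzyme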
# LYPLA1 counter: counter-screen for PME1 inhibitors: inhibitors of human LYPLA1. recombinant LYPLA1, FP-Rh probe fluorescence polarization. inhibition, % at 5.9 µM. 320,000 compounds, 0.16% hits. AID 2174;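 active = inhibition above the mean of all tested compounds plus 3 SD, set per campaign, cut at about 14% in these data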;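 also: inhibitors block serine hydrolase probe labeling of LYPLA1 so polarization falls; 0% = enzyme with DMSO and 100% = wells lacking LYPLA1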
# PREPL inh: human PREPL enzyme inhibition; recombinant PREPL, fluorescence polarization activity-based probe; 320,000 compounds, 0.68% hits; inhibition, % at 5.96 µM; in the data active = inhibition above about 43%;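 also: 0% = enzyme with DMSO and 100% = wells lacking enzyme; many of its hits are not listed in these tables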
# pPAFAH inh: pPAFAH (human) enzyme inhibition. AID 463082. inhibition, % at 3.39 µM. recombinant pPAFAH, FP-rhodamine probe fluorescence polarization. 330,000 compounds, 1.5% hits;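 active = inhibition above the mean inhibition across the screen plus 3 SD, cut at about 25% in these data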;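 also: inhibitors block binding of the rhodamine activity-based probe so polarization drops; 0% = enzyme with DMSO and 100% = wells lacking pPAFAH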
# Target sequence (Q13093 whole entry, looked up): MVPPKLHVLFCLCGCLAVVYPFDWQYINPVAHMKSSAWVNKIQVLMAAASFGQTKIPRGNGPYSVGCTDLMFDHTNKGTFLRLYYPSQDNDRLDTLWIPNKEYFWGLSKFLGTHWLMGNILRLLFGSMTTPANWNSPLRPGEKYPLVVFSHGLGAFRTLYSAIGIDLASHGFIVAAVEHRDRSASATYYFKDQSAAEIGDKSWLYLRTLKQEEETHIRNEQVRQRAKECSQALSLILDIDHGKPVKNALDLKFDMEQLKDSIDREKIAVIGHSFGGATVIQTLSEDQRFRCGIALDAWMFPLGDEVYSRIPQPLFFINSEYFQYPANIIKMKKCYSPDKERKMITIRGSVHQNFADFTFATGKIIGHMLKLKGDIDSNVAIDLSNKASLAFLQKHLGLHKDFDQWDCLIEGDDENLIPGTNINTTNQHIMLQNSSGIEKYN
# PAFAH1B3 FP inh: PAFAH1B3 (human) inhibition | AID 492972 | 340,000 compounds, 0.28% hits | inhibition, % at 3.39 µM | Q15102 | recombinant PAFAH1B3, FP-rhodamine probe, fluorescence polarization;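 active = inhibition above the screen-wide average of all tested compounds plus 3 SD, cut at about 25% in these data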;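 also: 0% = enzyme with DMSO only and 100% = wells lacking PAFAH1B3 protein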
# PAD4 FP inh: blocks human protein arginine deiminase 4; Q9UM07; recombinant PAD4, RCA probe fluorescence polarization; inhibition, % at 6.36 µM; 330,000 compounds, 0.41% hits; AID 485272;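 active = percent inhibition above a cutoff equal to the mean of all tested compounds plus 3 SD, cut at about 15% in these data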;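 also: 0% = PAD4 with RCA probe and DMSO and 100% = probe without PAD4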
# GSTO1 counter: GSTO1 inhibition, counter-screen for RBBP9 inhibitors; P78417; recombinant GSTO1, activity-based probe fluorescence polarization; 300,000 compounds, 1.1% hits; inhibition, % at 5.96 µM;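 active = inhibition above the campaign mean inhibition plus 3 SD, cut at about 35% in these data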;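 also: 0% = GSTO1-1 with DMSO and 100% = wells lacking GSTO1-1 enzyme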
# PME-1 inh: PME-1 (human) inhibition; Q9Y570; recombinant PME-1, FP-Rh probe fluorescence polarization; inhibition, % at 5.9 µM; 320,000 compounds, 0.53% hits;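 active = inhibition above the campaign mean of all compounds plus 3 SD, cut at about 26% in these data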;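 also: competitive labeling of PME-1 active site by serine hydrolase directed probe; 0% = PME-1 with DMSO and 100% = wells lacking PME-1 enzyme; inhibitors block probe labeling so polarization falls and inhibition rises; many of its hits are not listed in these tables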
# Target sequence (Q9Y570 whole entry, looked up): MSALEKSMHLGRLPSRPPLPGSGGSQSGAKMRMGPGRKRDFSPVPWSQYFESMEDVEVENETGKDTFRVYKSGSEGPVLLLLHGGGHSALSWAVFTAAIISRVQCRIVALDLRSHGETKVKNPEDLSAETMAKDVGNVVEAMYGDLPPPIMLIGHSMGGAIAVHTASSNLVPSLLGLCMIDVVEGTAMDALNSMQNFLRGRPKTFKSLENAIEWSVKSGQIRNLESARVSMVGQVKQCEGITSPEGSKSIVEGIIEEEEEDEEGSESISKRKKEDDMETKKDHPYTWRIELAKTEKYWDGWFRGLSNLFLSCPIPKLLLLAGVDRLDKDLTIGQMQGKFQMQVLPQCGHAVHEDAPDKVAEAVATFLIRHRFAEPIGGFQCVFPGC
# * hit, by the source's call; . = no result given. Not all compounds are listed, so the mix of outcomes need not match the whole.
entry	Compound	PREPL inh	GSTO1 counter	LYPLA1 counter	PAFAH1B3 FP inh	pPAFAH inh	PME-1 inh	LYPLA2 counter	PAD4 FP inh	PAFAH1B2 inh
1	COc1ccc(C2C(C(=O)c3ccco3)=C(O)C(=O)N2CCN2CCOCC2)c(OC)c1 (configuration not stated)	7	9	1	6	1	-6	-2	-6	5
2	CCC(=O)NC(=S)Nc1cccc(Cl)c1N1CCCCC1	4	-2	-5	5	2	-9	-5	-3	8
3	c1ccc2nc(-c3ccc(N4CCOCC4)cc3)ccc2c1	13	0	1	5	-1	4	-1	-1	4
4	Cc1cccc(C)c1NC(=O)CNC(=O)c1cn(-c2ccccc2)nc1-c1ccccc1	-8	1	0	3	-4	1	1	-5	0
5	COc1ccc(C)cc1NC(=O)CO/N=C(\N)CC(=O)NC1CCCCC1	16	.	4	2	-4	7	6	-8	4
6	O=C(COCc1cc(-c2ccc3c(c2)OCO3)on1)Nc1cccnc1Cl	6	18	0	8	-2	-5	12	4	2
7	Cc1ccc(CNC(=O)c2ccc3c(=O)n4c(-c5ccc(C)cc5)csc4nc3c2)cc1	-2	6	0	-10	3	-8	-1	5	0
8	COc1ccc(OCC(=O)Nc2ccc3nc(C)sc3c2)cc1	-3	5	-3	-1	5	-27	2	0	0
9	C=CCOc1c(Br)cc(CNn2nnnc2N)cc1OCC	6	-2	-1	0	1	-5	-4	-2	3
10	COc1ccc(OCc2nc(N)nc(Nc3cccc(C)c3C)n2)cc1	-8	-4	-6	2	-11	-3	-2	-8	2
11	O=C(Nn1cnnc1)c1ccc(Cl)cc1	-4	5	4	3	6	-2	3	3	6
12	COc1ccccc1-c1nnc2sc(C3CCCCC3)nn12	-7	3	0	6	2	1	6	2	-5
13	O=C(Nc1nnc(-c2ccco2)o1)C1CCCCC1	3	-3	0	1	-4	0	0	1	-2
14	O=C(NCc1ccccn1)c1ccco1	-5	2	-1	6	0	3	-6	-2	4
15	O=c1oc(-c2ccccc2NS(=O)(=O)c2ccc(Cl)cc2)nc2ccccc12	6	-198	-3	-13	4	-4	-6	1	12

# A second format for some results above.
[4] Cc1cccc(C)c1NC(=O)CNC(=O)c1cn(-c2ccccc2)nc1-c1ccccc1
  PREPL inh: -8
  GSTO1 counter: 1
  LYPLA1 counter: 0
  PAFAH1B3 FP inh: 3
  pPAFAH inh: -4
  PME-1 inh: 1
  LYPLA2 counter: 1
  PAD4 FP inh: -5
  PAFAH1B2 inh: 0
[2] CCC(=O)NC(=S)Nc1cccc(Cl)c1N1CCCCC1
  PREPL inh: 4
  GSTO1 counter: -2
  LYPLA1 counter: -5
  PAFAH1B3 FP inh: 5
  pPAFAH inh: 2
  PME-1 inh: -9
  LYPLA2 counter: -5
  PAD4 FP inh: -3
  PAFAH1B2 inh: 8

# (next part)
entry	Compound	PREPL inh	GSTO1 counter	LYPLA1 counter	PAFAH1B3 FP inh	pPAFAH inh	PME-1 inh	LYPLA2 counter	PAD4 FP inh	PAFAH1B2 inh
16	COc1ccccc1NC(=O)C1CC(=O)OC1c1ccccc1 (configuration not stated)	7	2	4	5	6	1	9	-3	2
17	CN(CC(=O)NCCc1ccc(Cl)cc1)S(=O)(=O)c1ccc2c(c1)c(=O)n(C)c(=O)n2C	18	5	-1	-2	-3	4	2	-6	23
18	Cc1ccc(NC(=O)CSc2ncc3ccccn23)cc1	3	3	4	4	6	5	4	1	5
19	CCCCCCOc1ccc(C(=O)NCCCn2ccnc2)cc1	0	6	0	5	7	-2	3	-5	7
20	CCOc1cc(/C=C/C(=O)c2ccc3c(c2)OCCO3)ccc1OCC(=O)N(C)C	-3	-8	-3	9	2	5	1	-1	1
21	CCOc1ccc(Cc2nc(-c3nonc3N)no2)cc1OCC	-4	0	2	-10	0	-2	-1	-3	-1
22	CCOC(=O)c1cc(C(=O)NC(C)c2ccccc2)c(=O)[nH]c1C (configuration not stated)	16	-6	-4	6	-2	2	-1	2	-3
23	CCCCCCOC(=O)Sc1nc2ccccc2o1	0	11	0	1	6	-11	-2	3	12
24	COc1ccc(-c2csc(N3CCN(S(=O)(=O)c4ccc5c(c4)NC(=O)CO5)CC3)n2)cc1	9	8	-13	7	5	-2	0	-4	2
25	CCOC(=O)N1CCC(NC(=O)C2CCN(S(=O)(=O)N3CCC(C)CC3)CC2)CC1	1	10	-1	-1	1	2	6	2	3
26	Cc1ccc(OCC(=O)NNC(=O)c2cccnc2)cc1C	8	5	0	-1	-10	-5	6	7	5
27	CCc1nccn1S(=O)(=O)c1ccc(C)c(C)c1	-11	2	0	4	1	-5	-1	-5	-1
28	COC(=O)c1c(C)[nH]c(C(C)=O)c1C	-7	-2	-1	3	2	5	4	-1	1
29	CCCCc1nc2cc(C(=O)N3CCCCC3COC)ccc2o1 (configuration not stated)	1	-1	-4	3	5	-3	-8	-3	5
30	COc1ccc(C(=O)c2coc3ccc(O)c(CN4CCOCC4)c23)cc1	53*	-2	2	15	7	-4	2	-3	8

# Quoted from the entries so far for reference:
entry	Compound	PREPL inh	GSTO1 counter	LYPLA1 counter	PAFAH1B3 FP inh	pPAFAH inh	PME-1 inh	LYPLA2 counter	PAD4 FP inh	PAFAH1B2 inh
13	O=C(Nc1nnc(-c2ccco2)o1)C1CCCCC1	3	-3	0	1	-4	0	0	1	-2
14	O=C(NCc1ccccn1)c1ccco1	-5	2	-1	6	0	3	-6	-2	4
15	O=c1oc(-c2ccccc2NS(=O)(=O)c2ccc(Cl)cc2)nc2ccccc12	6	-198	-3	-13	4	-4	-6	1	12
16	COc1ccccc1NC(=O)C1CC(=O)OC1c1ccccc1 (configuration not stated)	7	2	4	5	6	1	9	-3	2
17	CN(CC(=O)NCCc1ccc(Cl)cc1)S(=O)(=O)c1ccc2c(c1)c(=O)n(C)c(=O)n2C	18	5	-1	-2	-3	4	2	-6	23
18	Cc1ccc(NC(=O)CSc2ncc3ccccn23)cc1	3	3	4	4	6	5	4	1	5
19	CCCCCCOc1ccc(C(=O)NCCCn2ccnc2)cc1	0	6	0	5	7	-2	3	-5	7
20	CCOc1cc(/C=C/C(=O)c2ccc3c(c2)OCCO3)ccc1OCC(=O)N(C)C	-3	-8	-3	9	2	5	1	-1	1
21	CCOc1ccc(Cc2nc(-c3nonc3N)no2)cc1OCC	-4	0	2	-10	0	-2	-1	-3	-1
22	CCOC(=O)c1cc(C(=O)NC(C)c2ccccc2)c(=O)[nH]c1C (configuration not stated)	16	-6	-4	6	-2	2	-1	2	-3
23	CCCCCCOC(=O)Sc1nc2ccccc2o1	0	11	0	1	6	-11	-2	3	12
24	COc1ccc(-c2csc(N3CCN(S(=O)(=O)c4ccc5c(c4)NC(=O)CO5)CC3)n2)cc1	9	8	-13	7	5	-2	0	-4	2
25	CCOC(=O)N1CCC(NC(=O)C2CCN(S(=O)(=O)N3CCC(C)CC3)CC2)CC1	1	10	-1	-1	1	2	6	2	3
26	Cc1ccc(OCC(=O)NNC(=O)c2cccnc2)cc1C	8	5	0	-1	-10	-5	6	7	5
27	CCc1nccn1S(=O)(=O)c1ccc(C)c(C)c1	-11	2	0	4	1	-5	-1	-5	-1

# Carrying on.
entry	Compound	PREPL inh	GSTO1 counter	LYPLA1 counter	PAFAH1B3 FP inh	pPAFAH inh	PME-1 inh	LYPLA2 counter	PAD4 FP inh	PAFAH1B2 inh
31	COc1ccc(NC(=S)N(CCN2CCOCC2)Cc2cc3cc4c(cc3[nH]c2=O)OCCO4)cc1	16	1	4	3	0	-1	-3	-4	9
32	CCN1C(=O)[C@H]2[C@@H](c3ccc(C)cc3)N3C(=O)N(c4cccc(F)c4)C(=O)[C@@]3(CC)[C@H]2C1=O	31	12	1	11	-1	3	6	6	2
33	CCCCn1c(N)c(N(CCOC)C(=O)c2cc(-c3ccncc3)nc3ccccc23)c(=O)[nH]c1=O	3	-1	3	6	4	-2	0	0	0
34	CCCSCCCNC(=O)c1ccccc1NC(=O)C1=CSCCO1	6	3	-4	5	5	-11	2	4	1
35	CCOP(=O)(OCC)C(Nc1cccc([N+](=O)[O-])c1)c1ccc(N(C)C)cc1 (configuration not stated)	22	2	-2	.	-2	4	-6	3	.
36	O=C(c1ccc2c(c1)OCO2)N1CCc2ccccc2C1	10	0	-4	1	3	1	0	-2	-2
37	COc1ccc(/C=N/N2C(=O)C3C4C=CC(CC4)C3C2=O)c(OC)c1 (configuration not stated)	0	3	-3	6	0	-3	-2	-3	1
38	COC(=O)NNC(=O)COc1cc(C)ccc1C	6	3	0	2	2	1	-1	-1	1
39	CCOc1ccc(N(C)S(=O)(=O)c2cc(-c3cc(C)no3)ccc2OC)cc1	3	13	-2	6	4	-6	0	-3	1
40	O=C(c1ccncc1)N1CCN(CCc2ccccc2)CC1	4	9	3	11	4	-7	-5	-2	0
41	O=C(Cc1ccc(-n2c(=S)[nH]c3ccccc3c2=O)cc1)N1CCC(N2CCCCC2)CC1	9	2	0	1	6	-1	6	-4	-7
42	O=C(CSc1nc2ccccc2o1)NCCOc1ccccc1	-13	1	0	-3	2	1	1	2	12
43	O=C(Cc1ccccc1)c1c[nH]c(C(=O)NCc2ccncc2)c1	-2	5	-1	6	-6	-3	-5	-5	3
44	COc1cc(Cl)c(C)cc1NC(=O)CSc1nnc(CN2CCCC2)o1	11	.	.	13	3	.	.	-2	4
45	CCc1nc(SCc2ccc(Br)cc2)n[nH]1	-1	-4	-2	5	8	-8	0	-1	12
46	O=C(CNS(=O)(=O)c1c(Cl)cccc1Cl)OCC(=O)c1ccc[nH]1	-3	15	-2	-3	13	3	0	-3	-1
47	CN(CCC#N)S(=O)(=O)c1ccc2c(c1)c(=O)n(C)c(=O)n2C	1	2	4	9	-1	-4	3	3	4
48	COc1cc(/C=C(\C#N)C(=O)NCC2CCCO2)ccc1OC(C)C (configuration not stated)	7	-6	3	6	-2	4	14	0	-1
49	COc1cc([N+](=O)[O-])ccc1NC(=O)CCCOc1ccccc1	8	-1	5	9	3	1	8	2	0
50	COc1ccc(S(=O)(=O)N2CCc3ccccc32)cc1[N+](=O)[O-]	-3	5	0	0	3	4	8	-5	8
51	CNC(=O)COC(=O)c1nc(-n2nc(C)cc2C)ccc1Cl	1	4	0	6	-1	2	2	-1	-2
52	CCc1nc(SCc2ccccc2)n[nH]1	0	4	3	5	-5	-1	6	3	7

# Assay outcomes (PubChem BioAssay)
